# TEAD-YAP inh: TEAD-YAP interaction inhibition, primary screen, TEAD-YAP interaction inhibitor project, luminescence, HEK-TIYL cells. AID 1259422, 2018. actives 1.4% (n = 640,000). TEAD-Gal4/YAP UAS-luciferase luminescence. inhibition, % at 9.12 µM; in the data active = inhibition above about 32%;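 also: 0% = median of test compound wells and 100% = reference inhibitor wells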
# MITF inh: MITF inhibitors, primary screen, biochemical, AlphaScreen, human | inhibition, % at 2.6 µM | AlphaScreen MITF homodimerization, bead proximity signal | AID 1259374, 2018 | actives 0.91% (n = 650,000) | Microphthalmia-associated transcription factor (Homo sapiens), O75030; in the data active = inhibition above about 50%;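 also: 0% = vehicle wells with protein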
# Target sequence (O75030 whole entry, looked up): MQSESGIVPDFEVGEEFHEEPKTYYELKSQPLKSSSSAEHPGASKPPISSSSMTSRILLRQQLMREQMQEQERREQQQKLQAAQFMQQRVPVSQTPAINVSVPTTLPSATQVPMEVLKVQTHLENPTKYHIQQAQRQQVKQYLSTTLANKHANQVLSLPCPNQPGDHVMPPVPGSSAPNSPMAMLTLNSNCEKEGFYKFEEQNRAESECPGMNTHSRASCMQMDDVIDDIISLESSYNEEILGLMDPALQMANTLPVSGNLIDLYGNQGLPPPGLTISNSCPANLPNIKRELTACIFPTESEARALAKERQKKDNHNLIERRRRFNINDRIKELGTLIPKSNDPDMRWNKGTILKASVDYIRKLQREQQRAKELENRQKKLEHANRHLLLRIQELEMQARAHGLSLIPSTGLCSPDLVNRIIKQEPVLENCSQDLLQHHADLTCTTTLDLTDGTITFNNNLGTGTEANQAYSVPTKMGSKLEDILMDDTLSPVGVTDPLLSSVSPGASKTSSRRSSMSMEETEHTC
# GPR151 activ: activators of human GPR151, primary screen, cell-based, PathHunter beta-arrestin, luminescence; G-protein coupled receptor 151 (Homo sapiens), Q8TDV0; PathHunter beta-arrestin GPR151 cells; activation, % at 11.2 µM; actives 1% (n = 650,000); in the data active = activation above about 4.9%;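 also: 0% = median of compound wells and 100% = cells with positive control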
# Target sequence (Q8TDV0 whole entry, looked up): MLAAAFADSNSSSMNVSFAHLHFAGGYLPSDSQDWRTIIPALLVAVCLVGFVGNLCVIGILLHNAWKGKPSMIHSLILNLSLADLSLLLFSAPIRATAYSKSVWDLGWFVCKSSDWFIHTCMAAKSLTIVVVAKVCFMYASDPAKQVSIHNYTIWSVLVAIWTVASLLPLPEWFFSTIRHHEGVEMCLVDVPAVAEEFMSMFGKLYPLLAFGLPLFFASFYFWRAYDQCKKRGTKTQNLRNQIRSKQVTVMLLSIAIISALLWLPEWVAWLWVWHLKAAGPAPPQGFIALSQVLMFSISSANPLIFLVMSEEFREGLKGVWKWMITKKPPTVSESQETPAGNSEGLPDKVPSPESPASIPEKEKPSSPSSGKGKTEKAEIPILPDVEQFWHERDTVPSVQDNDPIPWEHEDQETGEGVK
# FBW7 act: FBW7 E3 ligase activators, primary screen, biochemical, AlphaScreen, human. actives 0.13% (n = 650,000). normalized activity (activation), % at 26.1 µM. AlphaScreen FBW7–phospho-cyclin E peptide binding, activator screen. F-box/WD repeat-containing protein 7 (Homo sapiens), Q969H0; in the data active = normalized activity above about 1.9%;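 also: purified mutant Fbw7 with reduced substrate affinity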
# * = called active by the depositor.
SMILES,TEAD-YAP inh,MITF inh,GPR151 activ,FBW7 act
COc1cccc(NC(=O)C(C)n2c3ccccc3c3nc(=O)cc(C)n32)c1 (configuration not stated),-0.8,21.9,1.5,0.6
O=C(COC(=O)C(Cc1ccc(O)cc1)N1C(=O)c2ccccc2C1=O)c1ccccc1 (configuration not stated),-16.1,22.6,2.2,0.5
CC(=O)NC(=S)Nc1cccc2c(C)cc(C)nc12,1.1,6.9,-1.6,0.1
Nc1ccc(C(=O)N/N=C2\CCCc3ccccc32)cc1,-19.1,-5.5,1.0,-0.2
CCc1ccc(NC(=O)CSc2nc3cc4c(cc3c(=O)n2CCCCCC(=O)NCc2ccc3c(c2)OCO3)OCO4)cc1,11.6,11.4,0.0,0.2
CC(C)CC(=O)N1c2ccccc2-c2c(ssc2=S)C1(C)C,6.0,8.4,1.8,-0.1
Cc1ccc(CN2CCNC(=O)C2CC(=O)NCc2ccccc2C)cc1 (configuration not stated),-3.0,4.6,1.2,0.0
CCc1ccc(CNC(=O)C(=O)NC(C)C)cc1,-10.3,-10.2,-0.6,-0.1
CC(C)C(C(=O)NCc1ccco1)N1Cc2ccccc2C1=O (configuration not stated),6.8,1.7,0.0,0.2
O=S(=O)(NCCc1csc2nc(-c3ccc(F)cc3)nn12)c1ccc(Cl)cc1,-4.2,14.0,-1.3,0.0
Cc1ccc(CNC(=O)c2ccc(Cn3nnc4ccccc4c3=O)cc2)cc1,-1.4,0.5,0.2,0.0
CC1(c2ccc3ccccc3c2)NC(=O)N(CC(=O)Nc2ccccc2Cl)C1=O (configuration not stated),-6.0,-1.5,-2.0,-0.1

# Part of the list above, reduced to TEAD-YAP inh:
Structure,TEAD-YAP inh
Nc1ccc(C(=O)N/N=C2\CCCc3ccccc32)cc1,-19.1
CCc1ccc(NC(=O)CSc2nc3cc4c(cc3c(=O)n2CCCCCC(=O)NCc2ccc3c(c2)OCO3)OCO4)cc1,11.6
CC(C)CC(=O)N1c2ccccc2-c2c(ssc2=S)C1(C)C,6.0
Cc1ccc(CN2CCNC(=O)C2CC(=O)NCc2ccccc2C)cc1 (configuration not stated),-3.0
CCc1ccc(CNC(=O)C(=O)NC(C)C)cc1,-10.3
CC(C)C(C(=O)NCc1ccco1)N1Cc2ccccc2C1=O (configuration not stated),6.8

# The main list resumes, repeating the 3 entries before the break.
SMILES,TEAD-YAP inh,MITF inh,GPR151 activ,FBW7 act
O=S(=O)(NCCc1csc2nc(-c3ccc(F)cc3)nn12)c1ccc(Cl)cc1,-4.2,14.0,-1.3,0.0
Cc1ccc(CNC(=O)c2ccc(Cn3nnc4ccccc4c3=O)cc2)cc1,-1.4,0.5,0.2,0.0
CC1(c2ccc3ccccc3c2)NC(=O)N(CC(=O)Nc2ccccc2Cl)C1=O (configuration not stated),-6.0,-1.5,-2.0,-0.1
O=C(/C=C/c1ccc(F)cc1)Nc1ccc(S(=O)(=O)Nc2cnc3ccccc3n2)cc1,4.4,4.4,-0.8,0.2
COc1ccc(NC(=O)c2ccc(C(=O)Nc3ccc(OC)cc3OC)cc2)c(OC)c1,-7.0,-5.0,-2.2,-0.1
COc1ccc(NC(=O)Cn2nnc(-c3ccccc3F)n2)cc1OC,-17.7,5.3,3.0,0.1
CC1=C(C(=O)OCCc2ccccc2)C(c2ccc(Cl)cc2Cl)C2=C(CCCC2=O)N1 (configuration not stated),-9.9,-5.7,-2.4,0.3
CCOC(=O)C1=C(C)OC(N)=C(C#N)C1c1cc(OC)c(OC)c(OC)c1 (configuration not stated),5.3,8.2,2.1,-0.2
CCCCC1=NN2C(=N)/C(=C/c3cn(CCOc4ccccc4)c4ccccc34)C(=O)N=C2S1,-7.4,-11.6,-0.6,-0.1
Cc1cc(O)c(C2(C(F)(F)F)NCCNC2=O)cc1C (configuration not stated),2.8,4.5,-0.6,0.1
CN(C)c1cccc(NC(=O)c2cccc3ccccc23)c1,-11.1,10.8,-0.5,-0.2
CCOC(=O)c1cnc2cc(C(F)(F)F)ccc2c1NCCCN1CCOCC1,-2.2,-15.2,0.1,0.0
O=C(Cc1cn(-c2ccc(NCCCN3CCCC3=O)nn2)c2ccccc12)NCCO,1.5,-0.6,-0.3,0.0
COc1ccc(Cn2c(C(=O)O)c(CNCc3ccccc3F)c3ccccc32)cc1,16.9,10.9,2.2,0.1
COc1ccccc1C1(NC(=O)CCc2ccc(C)o2)CCCC1,6.2,14.6,-0.2,0.0
O=C(Nc1nc(-c2ccccc2)cs1)c1ccc(N2C(=O)C3C4C=CC(C4)C3C2=O)cc1 (configuration not stated),25.5,-7.3,0.7,0.1
O=C(Nc1nc(CCC(=O)N2CCN(c3cccc(Cl)c3)CC2)cs1)c1ccco1,-3.5,18.0,1.7,0.2
COc1ccc(Br)cc1C1=N/C(=C\c2ccc(Cl)cc2Cl)C(=O)O1,3.9,1.1,-0.7,-0.1
CC(=O)Oc1ccc(C23CC4CC(CC(C4)C2)C3)cc1C(=O)O,4.7,-0.1,-0.3,0.0
O=C(Nc1ccccc1)C1CC12CCN(C(=O)CCc1ccccc1)CC2 (configuration not stated),1.9,-0.8,0.8,-0.1
COCCCN1C(=O)CS/C1=N/S(=O)(=O)c1ccccc1,8.3,2.0,-1.7,0.1
Cc1ncoc1C(=O)Nc1ccc(Br)cc1,-39.3,7.1,-1.0,0.0
OCCC1CN(Cc2ccc3cc(F)ccc3n2)CCN1Cc1ccccc1 (configuration not stated),5.2,12.1,0.7,0.0
COc1ccccc1-c1csc(NC(C)=O)n1,-32.5,-11.9,-0.2,0.1
CN(Cc1ccon1)C(=O)CC1(c2ccc(-c3ccccc3)cc2)CC(=O)N(C)C1=O (configuration not stated),-0.7,-9.1,1.7,0.0
O=C1c2cccc3cccc(c23)C(=O)N1CCN1CCN(C(=S)Nc2ccccc2)CC1,4.6,5.7,-1.0,0.3
Cc1ccc(NC(=O)c2cc(S(=O)(=O)N(C)C3CCCCC3)ccc2F)cc1C,-21.8,-0.2,1.2,0.1
CN1C(=O)c2ccccc2C(C(=O)Nc2ccc3c(c2)OCO3)C1c1cccs1 (configuration not stated),-0.6,6.4,-0.8,-0.1
O=c1[nH]c2cc([N+](=O)[O-])c(NCc3ccccc3)c([N+](=O)[O-])c2[nH]1,-16.1,6.6,-1.0,0.3
C=CCn1c(SCC(=O)c2ccccc2F)nc2sc(C)c(C)c2c1=O,-10.8,13.0,-0.6,0.3
Cc1ccc(S(=O)(=O)CCC(=O)OCc2ccccc2)cc1,0.5,-10.9,2.9,0.2
COCCCNC(=O)C(=O)Nc1ccc(F)cc1,-53.4,-5.2,-2.2,-0.4
COc1ccc(C(=O)Nc2ncc(Cc3ccc(F)cc3)s2)cc1OC,54.8*,10.0,0.2,1.0
CCOC(=O)C1(CC/C(C)=N\NC(N)=O)CC(C)(C)OC1=O (configuration not stated),-0.2,3.0,-2.0,0.8
CCN(CC)CCOC(=O)COc1ccccc1C,7.8,-8.6,0.6,-0.2
O=C(c1ccc2c(c1)OCO2)N1CCC(O)(c2ccc(F)cc2)CC1,-11.0,-0.7,2.9,0.0
CCc1ccc(-c2nnnn2-c2cccnc2)cc1,-1.3,-2.6,1.6,-0.2
CCN1CCN(c2ncnc3c2c(-c2ccccc2)cn3-c2ccc(Cl)cc2)CC1,-6.5,-2.9,2.6,-0.2
C/C(=N\Nc1nc2ccccc2s1)c1ccc(C)cc1,-18.2,-17.2,1.9,0.0
Cc1c2c(n3c(nc4ccccc43)c1C#N)N(CCCN(C)C)CC2,5.5,13.2,-3.0,0.3
C=CCN1C(=O)/C(=C\c2ccc(OC)cc2)N(C)C1=S,-7.4,-1.7,-1.9,-0.1
CC(NC(=O)CNC(=O)C1O[C@@H]2OC(C)(C)O[C@@H]2[C@H]2OC(C)(C)O[C@@H]12)C(=O)Nc1ccccc1 (some centres not stated),-3.8,5.0,2.5,0.0
Cn1c(Nc2cc(N)ncn2)nc2ccccc21,-1.7,-0.6,-0.6,-0.1
COc1ccc(NC(=O)C2C3CCC(C3)C2C(=O)O)c(OC)c1 (configuration not stated),9.8,14.5,-0.6,-0.1
CC(=O)c1cccc(NC(=O)CCS(=O)(=O)c2ccc(F)cc2)c1,-72.9,9.4,1.0,0.1
CCCc1ccc(-c2ccc(-c3noc(-c4cccc(F)c4F)n3)cc2)nc1,-3.1,-8.1,-0.5,0.0
COC(=O)CSc1nc(N)c2c3c(sc2n1)COC(C)(C)C3,1.9,2.1,-1.0,0.0
COc1ccc(Cl)cc1S(=O)(=O)N1CCN(C(=O)c2ccccc2F)CC1,-4.3,3.1,3.2,-0.1
CCOC(=O)C1CCCN(C(=S)Nc2cc(OC)c(Cl)cc2OC)C1 (configuration not stated),3.9,2.6,1.7,-0.4
Cn1c(=O)n(CCc2ccccc2)c(=O)c2c(N3CCN(C(=O)c4ccco4)CC3)ccnc21,-2.7,7.5,-0.5,0.0
COc1ccccc1C(=O)Nc1ccc(C2(C#N)CCCC2)cc1,-42.5,64.6*,-1.3,0.3
CC(C)C(=O)Nc1nnc(Cc2ccc(Cl)cc2)s1,0.1,5.7,-0.6,0.0
CCOc1ccc(N2C(=O)CC(Sc3ncn[nH]3)C2=O)cc1 (configuration not stated),2.8,14.9,0.9,0.5
O=C(Nc1ccccc1[N+](=O)[O-])c1cc2ccccc2o1,-11.6,7.5,-5.9,-0.3
COCCn1c(SCC(=O)c2ccc(Cl)cc2)nc2c([nH]c3ccccc32)c1=O,3.4,-13.2,-0.6,0.0
Cn1cccc1CC(=O)N/N=C\c1ccco1,9.7,9.9,-1.3,-0.1
Cc1cccc(NC(=O)Nc2cnn(-c3cccc(C(N)=O)c3)c2)c1,-14.2,-4.5,0.2,-0.1
COC(=O)c1c(C)oc2ccc(N(C(C)=O)S(=O)(=O)c3ccc(C)cc3C)cc12,8.2,10.3,-0.1,0.0
OCC1CCCN1c1cc(NC2CCN(Cc3ccccc3)CC2)ncn1 (configuration not stated),3.2,0.5,0.0,0.0
COc1ccc(-n2c(=O)[nH]cc(C(=O)Nc3cccc(C)c3)c2=O)cc1,7.2,20.4,2.2,0.4
O=C(CCN1C(=O)c2ccccc2C1=O)NNC(=O)COc1ccc([N+](=O)[O-])cc1,-8.2,7.6,-0.1,0.1
COC(=O)C1=CN(Cc2ccc(OC)c(OC)c2)C=C(C(=O)OC)C1c1ccc(F)c(Br)c1,-16.7,-2.6,-0.7,0.3
COc1ccc(NC(=S)N(Cc2ccccc2)Cc2ccc3c(c2)OCO3)cc1,-4.3,3.3,1.8,-0.2
# Additional records
SMILES,TEAD-YAP inh,MITF inh,GPR151 activ,FBW7 act
OCCNc1nc(NC2CCN(Cc3ccccc3)CC2)nc2c1ncn2C1CCCCC1,-5.6,6.0,0.2,0.1
Cc1ccccc1OCCn1cc(C(=S)N2CCCC2)c2ccccc21,-8.7,13.6,-1.5,-0.1
CCOC(=O)C1=C(C)NC(=O)NC1c1cc(OC)ccc1O (configuration not stated),1.9,15.2,4.7,-0.1
CCOC(=O)C1=C(C)NC2=C(C(=O)CC(c3ccc(OC)c(OC)c3)C2)C1c1ccc(OC)c(OC)c1OC (configuration not stated),-1.1,10.6,-1.4,0.3
Cc1ccc(CN[C@H]2C[C@H]3C(=O)N[C@@H](Cc4c[nH]c5ccccc45)C(=O)N3C2)cc1,-5.3,9.8,-0.4,-0.1
CCOc1ccc(-n2c(=S)sc3c(=O)n(-c4ccc(F)cc4)c(SCN4C(=O)c5ccccc5C4=O)nc32)cc1,-3.3,-5.7,-0.8,0.0
Cc1[nH][nH]c(=O)c1N=Nc1ccc(F)cc1,-3.1,-0.1,-1.8,-0.5
COc1ccc(S(=O)(=O)Nc2cc(C)ccn2)c(C)c1C,2.1,-2.3,-0.1,-0.1
COc1ccc(COCC(O)CNCCO)cc1 (configuration not stated),0.7,20.4,1.1,-0.1
CCOc1ccc(C(=O)N2CCN(c3ncnc4c3nnn4Cc3ccccc3)CC2)cc1,-1.1,7.4,1.2,-0.1
Cc1oc(-c2ccccc2)nc1Cn1c(=O)n(CC2CCCO2)c(=O)c2ccccc21 (configuration not stated),-1.1,-2.0,2.1,-0.2
CCCCCC(=O)N1CCC(=O)Nc2ccccc21,0.5,25.3,-1.5,-0.2
CCOc1cc(/C=N\NC(=O)c2n[nH]c3c2CCCC3)ccc1O,-7.3,14.4,-1.0,0.0
CC(=O)Nc1nc(-c2cc3ccccc3o2)cs1,-30.7,-5.8,-0.8,0.1
O=C(Cn1cnc2c(nnn2-c2cccc(Cl)c2)c1=O)Nc1ccccc1,3.0,2.4,-0.2,0.3
CC1CCCCN1CC(=O)Nc1cccc(Br)c1 (configuration not stated),5.6,-2.8,2.3,0.1
CCOC(=O)N1CCN(c2cc(N3CCCCCC3)c(F)cc2[N+](=O)[O-])CC1,-9.7,14.7,0.3,-0.4
COC(=O)c1ccc(C2NC(=O)c3c(sc4c3CCN(C)C4)N2)cc1 (configuration not stated),9.0,23.0,2.0,0.0
CC(=O)Nc1cc(C(F)(F)F)ccc1OCc1ccccc1,-9.8,-0.1,-0.4,0.0
Cc1ccc2c(c1)=C(c1sc(=N)n(-c3nccs3)c1O)C(=O)N=2,-11.8,5.0,-0.2,0.2
O=C(NCCc1ccc(Cl)cc1)c1ccc2c(c1)[nH]c(=S)n1c3ccccc3nc21,2.7,-10.6,-0.3,-0.1
CC(C)(C)NC(=O)CSc1nnc(NC(=O)Cn2cnc3ccccc3c2=O)s1,12.6,-5.3,-0.7,-0.1
COc1ccc(S(=O)(=O)Nc2ccc3c(c2)OCO3)cc1Cl,-11.5,-11.0,-1.0,-0.1
Cc1cc(NC2CCN(Cc3ccccc3)CC2)n2ncnc2n1,-1.5,-1.2,1.5,-0.1
